Screening data as filed in PubChem.
CHRM4 PAM: CHRM4 positive allosteric modulation; activation, % at 3 µM; 360,000 compounds, 0.4% hits; P08173; CHO-K1 hM4/Gqi5, Fluo-8 calcium fluorescence, ACh EC20; 0% = ACh EC20, 100% = maximal ACh;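 active = activation above its plate's cutoff, the mean activation of sample wells plus 3 SD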; note: some results filed as inactive read as strong as hits
Target sequence (P08173 whole entry, looked up): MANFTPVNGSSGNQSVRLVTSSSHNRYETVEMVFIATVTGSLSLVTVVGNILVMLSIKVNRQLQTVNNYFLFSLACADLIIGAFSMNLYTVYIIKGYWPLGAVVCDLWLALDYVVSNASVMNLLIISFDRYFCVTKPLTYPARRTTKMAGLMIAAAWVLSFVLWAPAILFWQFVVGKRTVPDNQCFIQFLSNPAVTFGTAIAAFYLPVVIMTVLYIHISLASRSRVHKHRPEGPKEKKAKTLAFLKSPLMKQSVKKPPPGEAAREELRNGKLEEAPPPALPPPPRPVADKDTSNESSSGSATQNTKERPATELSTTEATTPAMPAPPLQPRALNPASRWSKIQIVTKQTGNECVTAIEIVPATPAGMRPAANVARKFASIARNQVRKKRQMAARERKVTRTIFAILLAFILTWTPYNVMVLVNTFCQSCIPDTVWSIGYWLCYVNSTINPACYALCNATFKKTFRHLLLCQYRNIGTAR
M5 PAM: positive allosteric modulators of human muscarinic M5 receptor | P08912 | CHO-K1 hM5, Fluo-8 calcium, ACh EC20 PAM; 0% = ACh EC20, 100% = ACh EC100 | activation, % at 3 µM | 360,000 compounds, 0.3% hits;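 active = activation above the run cutoff, the mean activation of all test compounds plus 3 SD, cut at about 18% in these data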
Target sequence (P08912 whole entry, looked up): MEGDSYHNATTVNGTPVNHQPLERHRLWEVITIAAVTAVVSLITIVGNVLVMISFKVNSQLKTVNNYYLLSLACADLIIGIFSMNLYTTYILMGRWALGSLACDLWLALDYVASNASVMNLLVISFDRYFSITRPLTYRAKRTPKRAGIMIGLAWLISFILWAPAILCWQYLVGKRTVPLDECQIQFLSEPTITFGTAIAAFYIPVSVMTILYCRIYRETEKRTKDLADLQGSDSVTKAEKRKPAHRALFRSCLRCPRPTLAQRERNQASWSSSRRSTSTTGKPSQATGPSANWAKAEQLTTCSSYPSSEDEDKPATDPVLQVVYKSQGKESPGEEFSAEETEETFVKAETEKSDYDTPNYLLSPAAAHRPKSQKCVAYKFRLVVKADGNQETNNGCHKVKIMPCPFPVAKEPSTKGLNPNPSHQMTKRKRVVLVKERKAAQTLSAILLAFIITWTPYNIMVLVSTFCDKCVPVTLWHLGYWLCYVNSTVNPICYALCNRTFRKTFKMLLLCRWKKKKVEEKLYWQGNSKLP
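system = human M5 receptor in CHO-K1 cells | reagent = EC20 acetylcholine as agonist stimulus | compound dosing = single-point, 3 µM nominal | incubation = Fluo-8 loading 80 min at 37 °C plus 30 min room temperature | detection = Fluo-8 calcium dye fluorescence, kinetic read | benchmarks = low control EC20 acetylcholine (0%), high control EC100 acetylcholine (100%)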
CHRM4 antagonist: CHRM4 antagonism in calcium assay. CHO-hM4 cells, ACh EC80, Fluo-8 calcium fluorescence. inhibition, % at 3 µM. 360,000 compounds, 0.73% hits. P08173;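 active = inhibition above its plate's cutoff, the mean inhibition of sample wells plus 3 SD, cut at about 27% in these data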;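 note: 0% = acetylcholine EC80 with DMSO and 100% = DMSO without agonist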
CRFR2-BP antag: blocks CRF-induced signaling of the CRF-BP/CRF-R2 complex. inhibition, % at 11.8 µM. 350,000 compounds, 0.59% hits. HEK293 CRF-R2/CRF-BP, CRF-induced calcium fluorescence;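 active = inhibition of the ligand-induced calcium signal above about 50% at the single tested concentration, limit read from the data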
CHRM1 PAM: positive allosteric modulators of human M1 muscarinic receptor. CHO-K1 hM1, Fluo-8 calcium fluorescence, ACh EC20; 0% = ACh EC20, 100% = maximal ACh. activation, % at 3 µM. 360,000 compounds, 0.088% hits; in the data active = activation above about 19%, passing the limit was not always enough
M5 antag: antagonists of human muscarinic M5 receptor (CHRM5); P08912; CHO-hM5 cells, Fluo-8 calcium fluorescence, ACh EC80; inhibition, % at 3 µM; 360,000 compounds, 0.59% hits; AID 624040;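 active = inhibition above a per-plate cutoff, the mean of that plate's test compounds plus 3 SD, cut at about 27% in these data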;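 note: 0% = acetylcholine EC80 with DMSO and 100% = DMSO without agonist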
CRFBP-R2 agonist: agonists of human CRF-binding protein/CRF-R2 receptor complex; HEK293 CRF-R2/CRF-BP, calcium dye fluorescence (FLIPR); percent of saturating CRF peptide response; activation, % at 13.2 µM; 350,000 compounds, 0.46% hits; AID 588473;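 active = activation of at least 50%, plus an integration ratio under a set limit after plate pattern correction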;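 note: plate controls were neutral control wells without compound for no effect and CRF at EC100 for full effect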
CHRM4 agonist: agonists of human muscarinic M4 receptor (CHRM4); 360,000 compounds, 0.14% hits; P08173; CHO-K1 hM4/Gqi5, Fluo-8 calcium fluorescence; vehicle 0%, full acetylcholine response 100%; activation, % at 3 µM;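 active = activation above the run mean over all test wells plus 3 SD, cut at about 32% in these data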;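 note: peak over basal fluorescence ratio per well then scaled between controls; 0% = DMSO wells and 100% = acetylcholine at EC100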
CHRM5 agonist: CHRM5 agonism in calcium assay; AID 624037; activation, % at 3 µM; CHO-K1 hM5 cells, Fluo-8 calcium fluorescence; 0% DMSO wells, 100% maximal acetylcholine response; 360,000 compounds, 0.19% hits; P08912;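 active = activation above the run's mean over test compounds plus 3 SD, cut at about 23% in these data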;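 note: signal is peak over basal fluorescence ratio across the kinetic read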
The depositor's hits bear a star; x = not tested or not shown.

SMILES | CHRM4 PAM | M5 PAM | CHRM4 antagonist | CRFR2-BP antag | CHRM1 PAM | M5 antag | CRFBP-R2 agonist | CHRM4 agonist | CHRM5 agonist
O=C(CSCc1ccc(F)cc1)Nc1nc2c(s1)CCCC2 | -6 | -7 | -2 | -48 | -11 | 3 | 2.4 | 3 | -8
O=C(C1CCN(C2CCN(Cc3ccsc3)CC2)CC1)N1CCOCC1 | -2 | -2 | 0 | -8 | 4 | 0 | 1.8 | 1 | -4
CCCOc1ccc(-c2nc(=S)[nH][nH]2)cc1 | 2 | 1 | 3 | -12 | -1 | 3 | -1.6 | 1 | 3
CCn1nnc(-c2ccccc2NC(=O)c2ccc(-n3cnnn3)cc2)n1 | 4 | -3 | -5 | -14 | 6 | 0 | -2.4 | 4 | 1
CCOCCCNCc1ccc(OCc2ccccc2C)c(OC)c1 | 5 | 0 | 10 | -8 | -1 | 4 | 3.4 | 3 | -3
CC(=O)N1c2c(cc(Br)cc2S(=O)(=O)N2CCOCC2)CC1C (stereo not drawn) | 6 | 4 | 6 | 11 | 7 | -6 | 0.6 | 2 | -3
COc1ccc(NCC(=O)Nc2ccc(Cl)cc2C)c(OC)c1 | 4 | 2 | 7 | -4 | 2 | 1 | 2.8 | 1 | 1
CCC(C(=O)n1cccc1C#N)c1ccccc1C (stereo not drawn) | 11 | -1 | -1 | 8 | 6 | 1 | -1.2 | 1 | 0
O=C1c2cccc3cc([N+](=O)[O-])cc(c23)C(=O)N1c1nncs1 | -16 | -6 | 0 | -9 | 1 | 10 | 3.3 | 1 | 3
CC1(C(=O)N/N=C/c2ccccc2)CC1(Br)Br (stereo not drawn) | -7 | 2 | 6 | -5 | -3 | 5 | -1.1 | -1 | 0
Cc1nc(CS(=O)(=O)c2ccccc2)cc(Sc2ccc(Cl)cc2Cl)n1 | -5 | -4 | -2 | -14 | 1 | 2 | 0.4 | 1 | 2
Cc1ccc(C)n1-c1nccc(-c2cccs2)n1 | 1 | -4 | 3 | -22 | -3 | -4 | 5.9 | -1 | -3
Cc1cccc(C(=O)O/N=C(\N)Cc2ccc([N+](=O)[O-])cc2)c1 | -6 | -3 | -4 | -19 | 0 | 1 | -3.3 | 1 | -4
O=C(O)c1ccc(/C=N/NC(=O)c2cc(-c3ccc4c5c(cccc35)CC4)n[nH]2)cc1 | 2 | -5 | -5 | -13 | 12 | 6 | -0.6 | 0 | 1
CN(CC(=O)Nc1ccccc1F)S(=O)(=O)c1ccc2c(c1)n(C)c(=O)c(=O)n2C | 9 | 4 | 7 | -7 | 6 | -1 | 0.3 | 0 | -3
Cc1cc(N2C(=O)C3CCC(c4ccccc4)CC3C2=O)no1 (stereo not drawn) | 2 | 2 | -10 | -2 | 13 | -18 | 0.9 | 2 | 3
C=CCN1C(=NC(=O)COc2ccc(Cl)cc2)SC2CS(=O)(=O)CC21 (stereo not drawn) | -5 | -3 | 6 | -2 | 0 | 11 | -0.8 | 0 | -2
O=C(Cn1c2[n+](c3ccc(C(F)(F)F)cc31)CCCCC2)Nc1c(F)cccc1F | -3 | -1 | -12 | -8 | 4 | 3 | -0.6 | 7 | -13
COCc1cc(C)nc(SCc2ccc([N+](=O)[O-])cc2)c1C#N | -6 | -3 | 0 | 7 | -6 | 16 | 0.5 | 0 | -4
O=C1CCN(Cc2ccccc2)CCN1[C@H](CO)c1ccccc1 | 2 | -1 | 1 | 0 | -9 | 13 | 0.1 | 2 | -7
COc1ccc(C(=O)NCCNc2ccc([N+](=O)[O-])cc2)cc1 | -5 | -6 | -2 | 9 | 4 | 3 | -1.4 | 1 | 1
CSc1nc2ccccc2cc1/C=C(\C#N)c1cccc(C)c1 | -2 | 1 | 0 | -16 | -9 | 9 | -1.2 | -1 | -2
COc1ccc(SN=C2C(C)=CC(=O)C=C2C)cc1 | 9 | 3 | -4 | -42 | 4 | 2 | 1.4 | -1 | -3
CCOC(=O)C1(C)NC(c2ccc(OC)c(OC)c2)C2C(=O)N(CC)C(=O)C21 (stereo not drawn) | 0 | -2 | -1 | 10 | 10 | 2 | -1.1 | 0 | -1
Cc1cccc(C(=O)Nc2ccc(CC(=O)O)cc2)c1 | 10 | -4 | 0 | 2 | 5 | -4 | -0.2 | 0 | 0
CCCCOc1ccc(OC(=O)Nc2cc(Cl)ccc2OC)cc1 | -2 | -2 | -4 | 81* | 9 | 7 | -5.9 | -1 | -3
Cc1cccc(NC(=O)C(=O)C2C(=O)Nc3ccccc32)c1 (stereo not drawn) | 0 | 19* | 15 | -1 | -2 | -6 | -4.2 | 2 | 2
O=C(COC(=O)c1cnccn1)c1ccccc1 | 1 | -2 | -2 | 12 | 0 | 8 | 0.2 | 0 | -2
CCN1CCN(c2ccc(S(=O)(=O)N3CCCCC3)cc2NC(=O)COc2ccc(F)cc2Cl)CC1 | -9 | -4 | 1 | -16 | -4 | 7 | 2.5 | 12 | -3
COCCn1c(SCC(=O)NNC(=O)c2ccc(OC)c(OC)c2)nc2ccccc2c1=O | 13 | -5 | 1 | 4 | 10 | 7 | 2.4 | 4 | -2
COc1ccc(-c2coc3cc(OC(C)=O)c(OC)cc3c2=O)cc1 | 8 | 4 | -3 | 1 | 8 | 1 | 0.6 | 1 | 3
CCCCC(=O)Nc1c(O)c2ccccc2[nH]c1=O | -3 | 2 | -5 | -5 | 7 | 1 | -1.0 | 1 | -2
O=C(CSc1nnc(CNC(=O)c2cccs2)o1)NC1CCCCC1 | 4 | -11 | 1 | 11 | -4 | 2 | 2.8 | 0 | -6
Cn1cnc2ncnn2c1=S | 3 | 6 | -8 | -13 | 13 | -5 | 9.9 | 0 | 0
Cc1ccc2c(c1)N(CCC(=O)NCC1CCCO1)C(=O)CO2 (stereo not drawn) | 7 | -1 | -1 | -2 | 5 | 7 | 0.9 | 0 | 0
O=C(/C=C/c1ccco1)OCc1nnc(-c2ccccc2)o1 | -1 | -5 | 2 | -5 | -6 | 5 | -0.9 | 1 | -5
Cc1ccc(-c2cnn(-c3cccc(C(F)(F)F)c3)c2N)cc1 | -9 | -11 | -1 | -21 | -11 | 3 | 0.1 | -1 | -5
COC(=O)c1cc(S(=O)(=O)N2CCOCC2)c(Cl)cc1N1CCOCC1 | -6 | -3 | 8 | -6 | 7 | 11 | 2.5 | 1 | 1
COc1cccc(/C=N/Nc2ncc(C(F)(F)F)cc2Cl)c1O | 6 | 1 | -13 | 2 | -2 | -9 | 2.7 | 1 | -6
COc1cccc(N2CC(C(=O)Nc3nnc(SCC(=O)N4CCOCC4)s3)CC2=O)c1 (stereo not drawn) | 10 | 11 | -9 | 16 | 2 | -13 | -1.1 | 0 | -5
CC(NS(=O)(=O)c1ccc(Br)cc1F)[C@H](O)c1ccccc1 (stereo partly drawn) | -4 | 3 | 4 | -6 | -2 | -4 | -0.2 | 1 | -1
COc1ccccc1N1CCN(Cc2ccc(OC)c3ccccc23)CC1 | -3 | -3 | -2 | 18 | -3 | 3 | 2.1 | -1 | -3
COc1cccc(NC(=O)CN(C)C(=O)/C=C/c2ccc(S(=O)(=O)N3CCCCCC3)cc2)c1 | -1 | -2 | -4 | -23 | -4 | -2 | -1.3 | 10 | 3
CC1CCCCC1NC(=O)CCNS(=O)(=O)c1ccc2c(c1)CCC(=O)N2 (stereo not drawn) | 6 | 3 | 1 | 4 | 9 | -2 | -0.3 | 1 | -2
COc1ccc(C(=O)NCC(=O)OCC(=O)Nc2cc(OC)ccc2OC)cc1 | 28 | 8 | 4 | -14 | 11 | 1 | -0.7 | 1 | -4
Cc1cccc(CSc2nc3nc(C)cc(C)n3n2)c1 | 12 | -4 | -5 | -2 | 14 | 2 | 5.0 | 5 | 0
CCCCn1c(SCC(=O)Nc2nnc(C)s2)nnc1-c1ccncc1 | 4 | 2 | -4 | -7 | 13 | 6 | 9.5 | 2 | -1
CCC(C)(C)NC(=O)c1ccc2c(c1)N(CC(=O)NC1CCCC1)C(=O)C(C)(C)O2 | -7 | 3 | -4 | -12 | 4 | 7 | 2.2 | 0 | 0
O=C(N/N=C/c1ccccc1)c1sccc1OCc1ccc(F)cc1 | 9 | -7 | 4 | -2 | 9 | 4 | 3.2 | 1 | 0
O=C(CSc1nnc2ccc(-c3ccccn3)nn12)Nc1cccc(F)c1 | 8 | -2 | -2 | 6 | 4 | -3 | 0.8 | 1 | 1
Continued.
SMILES | CHRM4 PAM | M5 PAM | CHRM4 antagonist | CRFR2-BP antag | CHRM1 PAM | M5 antag | CRFBP-R2 agonist | CHRM4 agonist | CHRM5 agonist
S=C(NCc1ccccc1)Nc1ccc(Oc2ccccc2)cc1 | -5 | -17 | 2 | 11 | 2 | 17 | 0.0 | 8 | -2
O=C(CN1CCN(C(=O)CCC(=O)N2CCC(c3ccccc3)=N2)CC1)Nc1ccc(F)cc1 | 7 | 3 | 3 | -3 | 17 | 0 | -0.9 | 0 | 0
Nc1cc[n+](CC(=O)c2ccccc2)cc1 | -2 | 2 | 6 | 11 | -5 | 8 | 6.8 | 1 | -1
N/C(=N\NS(=O)(=O)c1cc(C(F)(F)F)cc(C(F)(F)F)c1)c1ccccn1 | -7 | -1 | 1 | -1 | -3 | 5 | 4.7 | -1 | -1
COc1ccc(-c2nc(C3CCCCC3)c3cc(OC)ccc3n2)cc1 | 5 | 4 | -3 | 3 | 10 | 14 | 5.1 | 0 | 1
COc1ccccc1Cc1c(-c2ccc(OC)c(OC)c2)nc2cc(C)c(Br)c(C)n12 | 3 | 3 | -16 | x | x | 4 | x | 1 | 1
O=C(Nc1ccc(-c2nc3cc(NC(=O)c4cccs4)ccc3o2)cc1)c1cccs1 | -1 | 6 | 4 | 27 | 0 | -4 | 0.8 | 1 | 0
CN(Cc1ccccc1)C(=O)c1[nH]cnc1C(=O)N[C@@H](Cc1ccccc1)C(=O)OCc1ccccc1 | -1 | -20 | 3 | -3 | -9 | 5 | -0.5 | 10 | -3
CS(=O)(=O)N1CCC(C(=O)Nc2cc(Cl)ccc2Cl)CC1 | 6 | -5 | 3 | -4 | 3 | 14 | -0.1 | 2 | -1
CCn1c(CNC(=O)c2ccco2)nnc1SCC(=O)c1ccc(F)cc1 | 2 | -5 | -7 | -3 | 20 | 9 | -0.1 | 2 | -1
CC(=O)c1cnc2sccn2c1=O | 1 | 8 | 1 | -5 | 3 | 10 | 1.0 | 1 | 5
CC(=O)c1cn(CCOc2ccccc2C)c2ccccc12 | -12 | -16 | 26 | 18 | -12 | 29* | -0.8 | 14 | 8
Cc1nnc(SCC(=O)Nc2ccc(S(=O)(=O)N3CCCCC3)cc2)s1 | -2 | -4 | -5 | -17 | 4 | 14 | -0.7 | 4 | 0

Taken from the results shown, three compounds:
SMILES | CHRM4 PAM | M5 PAM | CHRM4 antagonist | CRFR2-BP antag | CHRM1 PAM | M5 antag | CRFBP-R2 agonist | CHRM4 agonist | CHRM5 agonist
S=C(NCc1ccccc1)Nc1ccc(Oc2ccccc2)cc1 | -5 | -17 | 2 | 11 | 2 | 17 | 0.0 | 8 | -2
O=C(CN1CCN(C(=O)CCC(=O)N2CCC(c3ccccc3)=N2)CC1)Nc1ccc(F)cc1 | 7 | 3 | 3 | -3 | 17 | 0 | -0.9 | 0 | 0
Nc1cc[n+](CC(=O)c2ccccc2)cc1 | -2 | 2 | 6 | 11 | -5 | 8 | 6.8 | 1 | -1

Rows are unselected, and some 2.6% of all compounds hit somewhere here.
